From PubChem BioAssay
GAA glycogen: GAA glycogen-cleavage inhibition or activation | P10253 | recombinant GAA, glycogen substrate, Amplex Red glucose oxidase fluorescence | Potency, µM (doses to about 76.4 µM), without a hit: at the highest dose activity change, negative = inhibition, most hits filed as inhibitors | hit rate 0.38% among 300,000 | AID 2100; active means well fitted inhibition curve with a large enough effect; inconclusive means small, poorly fitted or top-dose-only effect, or another doubt; inactive means no such curve, though single readings can be large or run the other way;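 further: 0% = full enzyme reaction and -100% = no-enzyme basal signal; the screen sought inhibitors and activators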
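Recombinant human alpha-glucosidase (4 nM final) hydrolysed bovine liver glycogen (30 ug) for 40 min at 37 C in pH 5.0 citrate/phosphate with 0.01% Tween-20. Released glucose detected by glucose oxidase/Amplex Red, Ex 573/Em 610 nm. Compounds up to 77 uM; AC50 from Hill fits.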
* hit, by the source's call; ? = inconclusive; & = joins results of further samples; [ ] = remark or other dose. Potency means the concentration at half of the fitted maximal effect. An excerpt; count on the stated rates, not on these rows.

GAA glycogen	SMILES
6%[76.3 µM]	CC(c1ccccc1)C1CC(=O)N(c2ccc([N+](=O)[O-])cc2)C1=O (stereo not drawn)
15%[76.3 µM]	COC(=O)c1cc2oc3ccccc3c2n1CC(=O)Nc1cc(OC)cc(OC)c1
-4%[76.3 µM]	COc1ccccc1CN1CC(C(=O)N2CCCCO2)CCC1=O (stereo not drawn)
-12%[76.3 µM]	COCCN1C(=O)N(c2ccccc2)C(=O)C1CC(=O)Nc1cc(OC)cc(OC)c1 (stereo not drawn)
11%[76.3 µM]	CCN(C(=O)c1cc2c(=O)oc3ccccc3c2s1)c1ccc(C)c(C)c1
15%[76.3 µM]	CCOC(=O)c1[nH]c2ccccc2c1NC(=O)c1cc(OC)cc(OC)c1
3%[76.3 µM]	CCOC(=O)Cc1c(C)nc2c(-c3ccc(Cl)cc3)c(C(F)(F)F)nn2c1C
3%	CCC(C)NC(=O)CSc1nc2c(sc(=S)n2-c2cc(Cl)ccc2OC)c(=O)[nH]1 (stereo not drawn)
-9%	Cc1cc(O)c(C(=O)/C=C/c2ccccc2)c(=O)o1
4%	CCCC(=O)N1CCN(c2nnc(-c3ccc(C)cc3)c3ccccc23)CC1
?	CCN(c1ccccc1)S(=O)(=O)c1nnc(NC(=O)c2ccccc2OC)s1
0%	O=C(Nc1ccc(F)cc1)c1ccc(=O)[nH]n1
-1%[76.3 µM]	O=C(NCC1CCCCC1)c1ccc(F)cc1Cl
-15%[76.3 µM]	Cc1cccc(C)c1OCc1cc(C(=O)NCC2COCCO2)no1 (stereo not drawn)
-22%[76.3 µM]	CSc1ccc(/C=C/c2nc3ccccc3n2S(=O)(=O)c2cccc(Cl)c2)cc1
13%[76.3 µM]	O=C(c1ccc(F)cc1)n1nc(-c2cccnc2)nc1NCc1ccc(F)cc1
-12%[76.3 µM]	Cc1ccc(-n2ncc(C(=O)NCCc3c[nH]c4ccccc34)c2C2CCN(C(=O)OC(C)(C)C)CC2)cc1C
4%	Cc1nnc(NC(=O)CSc2nnc3ncccn23)s1
12%[76.3 µM]	CCCNC(=O)CN1C(=O)COc2ccc(S(=O)(=O)N3CCC(C)CC3)cc21
11%[76.3 µM]	Cc1ccc(-c2nc3cc(Cl)ccc3o2)cc1NC(=O)c1cc2ccccc2o1
-4%[76.3 µM]	COC(=O)c1c(NC(=O)Cc2coc3ccc(C)cc23)sc2c1CCC2
-3%	NC(=O)c1cc(Cl)ccc1OCC(=O)N1CCCc2ccccc21
-10%[76.3 µM]	COc1ccccc1OCc1cc(C(=O)N2CCCC(OCc3cccnc3)C2)no1 (stereo not drawn)
-14%[76.3 µM]	CCOC(=O)C1CCCN(C(=O)c2cc(S(=O)(=O)N3CCCCC3)c[nH]2)C1 (stereo not drawn)
0%[76.3 µM]	CCOc1ccccc1NC(=O)CNC(=O)CNC(=O)Cc1ccccc1
-13%[76.3 µM]	CCOc1ccc(N(CC)S(=O)(=O)N2CCCC(C(=O)NCc3ccccc3OCC)C2)cc1 (stereo not drawn)
-8%[76.3 µM]	COc1cc(C(=O)Oc2ccc(C(=S)N3CCOCC3)cc2)cc(OC)c1OC
1%	CCc1ccc2[nH]c(C(=O)Nc3ccc(C)c(F)c3)cc2c1
-1%[76.3 µM]	CCn1c(CNC(=O)c2ccc(OC)cc2)nnc1SCC(=O)Nc1ccc(C)cc1
12%[76.3 µM]	CCOc1ccc2[nH]cc(C(=O)NCc3ccc(F)cc3)c(=O)c2c1
5%[76.3 µM]	Cc1cc(NS(=O)(=O)c2ccc3nc(-c4ccccc4)[nH]c3c2)ccc1Br
5%	COc1ccc(C(NC(=O)CN2CCCCCC2)c2ccc(OC)cc2)cc1
14%	Cc1c(C(=O)Nc2ccc(C(=O)Nc3ccccc3)cc2)cccc1[N+](=O)[O-]
2%	COc1ccc(/C=N/NS(=O)(=O)c2ccc(C)cc2)cc1
-5%[76.3 µM]	Cc1oc(-c2ccc(Cl)cc2)nc1CSc1nnc(C)n2c1cc1sccc12
7%	O=C(NCc1ccco1)/C(=C/c1ccccc1)NC(=O)c1ccco1
12%[76.3 µM]	Cc1cccc(N2CCN(CCCNC(=O)c3nnc(Cc4c(F)cccc4Cl)o3)CC2C)c1 (stereo not drawn)
5%	COc1ccc(OC)c(NC(=O)C2CC(/C=C/c3ccccc3)=NO2)c1 (stereo not drawn)
-5%	O=C(O)c1ccc2c(c1)S(=O)(=O)c1ccccc1C2=O
14%&3%[76.3 µM]	CCCCN(CC)CCNC(=O)C1CCCN(S(=O)(=O)c2cccc3nsnc23)C1 (stereo not drawn)
-1%[76.3 µM]	CCCN1CCC(=O)N([C@H](COc2ccccc2)CC(C)C)CC1
3%	CC(=O)N(/N=C/c1ccc(C)cc1)c1nc(CCl)cs1
-2%[76.3 µM]	O=CN1CCN(C(=S)NC(=O)c2ccc(Cl)cc2)CC1
-13%[76.3 µM]	CCOC(=O)c1c(C)n(-c2ccccc2)c2ccc(OC(=O)c3ccccc3)cc12
1%[76.3 µM]	Cc1ccc(N2CCn3c2nc2c3c(=O)n(Cc3cccc(Cl)c3)c(=O)n2C)cc1C
-2%[76.3 µM]	O=C(NCc1cccc(Cl)c1)C1CCCN(c2ncnc3c2nc2n3CCCCC2)C1 (stereo not drawn)
-18%[76.3 µM]	Fc1ccc(Nc2nc(N3CCOCC3)nc(N3CCOCC3)n2)cc1Cl
-9%[76.3 µM]	CCOc1ccc(NC(=O)CSc2cn(CC(=O)N3CCCCCC3)c3ccccc23)cc1
4%[76.3 µM]	Cc1ccc2oc(C(=O)N3CCN(C)C[C@@H]3C(C)C)c(C)c2c1
-4%[76.3 µM]	Cc1cccc(Nc2cc(=O)n(C)c(=O)[nH]2)c1
-5%[76.3 µM]	COc1ccc(NC(=O)Cc2coc3cc(C)cc(C)c23)c(OC)c1
-11%	COc1ccc(NC(=O)Nc2ccc(OCc3ccccc3)cc2)cn1
0%	CN1C(=O)N(c2ccc(Cl)cc2)C(C)(O)CC1(C)C (stereo not drawn)
7%[76.3 µM]	Cc1noc(C)c1C(=O)Nc1ccccc1C(=O)NCCc1ccccc1
-9%[76.3 µM]	O=C(CSc1nc(-c2ccc(F)cc2)[nH]c1-c1ccccc1)Nc1ccccc1
3%[76.3 µM]	CCC(C)NC(=O)C1CCCN(S(=O)(=O)c2ccc3c(c2)CC(C)N3C(=O)C2CC2)C1 (stereo not drawn)
-1%	CCOCCCNC(=O)c1cc2cc3cc(OC)ccc3nc2o1
-8%[76.3 µM]	CSc1ccccc1OCc1cc(C(=O)NC2CCOC(C)(C)C2)no1 (stereo not drawn)
1%[76.3 µM]	Cc1ccc(S(=O)(=O)c2nc(S(C)(=O)=O)sc2N2CCC(C(N)=O)CC2)cc1
-25%	C=Cc1ccc(Cn2nc(-c3ccc(C)cc3)ccc2=O)cc1

Later entries.
GAA glycogen	SMILES
2%[76.3 µM]	O=C(Nc1cccc(F)c1)NC1(C(=O)NCC2CCCO2)CCCCC1 (stereo not drawn)
-12%[76.3 µM]	CCc1ccc(N2C(=O)CC(c3cc(OC)ccc3OC)C3=C2COC3=O)cc1 (stereo not drawn)
-21%[76.3 µM]	CCOc1ccccc1NC(=O)CN1C(=O)CC(c2ccc(OC)c(OC)c2)Sc2ccccc21 (stereo not drawn)
-4%[76.3 µM]	CCc1ccccc1N(C)C(=O)c1cc2c(=O)oc3ccccc3c2s1
-11%	Cn1c(=O)c2ccccc2n(CC(=O)Nc2ccc3c(c2)OCCO3)c1=O
2%[76.3 µM]	COc1ccc(OCC(=O)Nc2cc(NC(=O)COc3ccc(OC)cc3)cc(C(=O)O)c2)cc1
5%[76.3 µM]	O=C(Nc1cc(-c2nc3ccccc3o2)ccc1Cl)c1cccc2c(Cl)cccc12
0%[76.3 µM]	Cc1ccc(NC(=O)c2cc([N+](=O)[O-])ccc2N2CCOCC2)cc1C
-9%[76.3 µM]	Fc1ccccc1N1CCN(C2CCCN(Cc3ccccc3C(F)(F)F)C2)CC1 (stereo not drawn)
-26%	CCOC(=O)c1sc(N2C(=O)C(O)=C(C(=O)c3ccco3)C2c2ccc(C)o2)nc1C (stereo not drawn)
-8%[76.3 µM]	Cc1cccc(-n2c3nc(=O)[nH]c(=O)c-3cc3c(Cl)cccc32)c1C
8%[76.3 µM]	CN(Cc1ccccc1)c1nc2c(S(=O)(=O)c3ccccc3)nnn2c2ccsc12
2%	N#Cc1ccccc1NC(=O)COc1ccc2c(c1)OCO2
-2%	CCOC(=O)c1ccccc1NC(=O)Cc1c(C(=O)O)n(C)c2ccccc12
2%[76.3 µM]	CN(CC(=O)Nc1ccccc1Cl)C(=O)COC(=O)c1cnccn1
8%[76.3 µM]	Cc1ccc(Cl)cc1N1CCN(C(=O)c2cc3c(-c4ccccc4F)nn(C)c3s2)CC1
-1%[76.3 µM]	CN1CCN(C(=O)Cn2c(-c3cccs3)cc3ccccc32)CC1
0%	O=C(O)c1cc(S(=O)(=O)NC2CCCc3ccccc32)ccc1O (stereo not drawn)
1%	Cc1nc(CSc2ccc(Br)cc2)cs1
-8%[76.3 µM]	Cc1ccccc1Cn1c(=O)n(CCc2ccccc2)c(=O)c2ccccc21
-1%	C[C@@H]1C(=O)O[C@H]2C[C@@]34[C@H]5C[C@@H](C(C)(C)C)[C@]36[C@@H](OC(=O)[C@@H]6O)O[C@@]4(C(=O)O5)[C@]21O
-2%	NC(=O)C1CCN(C(=O)c2cnn(-c3ccccc3)c2NC(=O)c2cccc(F)c2)CC1
-7%[76.3 µM]	CC(C)c1ccc(OC(=O)c2cc(-c3ccc4c(c3)OCCO4)on2)cc1
-9%	CC(NC(=O)c1ccco1)c1nc(-c2ccc(C(C)(C)C)cc2)no1 (stereo not drawn)

Ordered by molecular weight (low to high): some entries from above.
GAA glycogen	SMILES
2%	N#Cc1ccccc1NC(=O)COc1ccc2c(c1)OCO2
1%	Cc1nc(CSc2ccc(Br)cc2)cs1
-1%[76.3 µM]	CN1CCN(C(=O)Cn2c(-c3cccs3)cc3ccccc32)CC1
0%	O=C(O)c1cc(S(=O)(=O)NC2CCCc3ccccc32)ccc1O (stereo not drawn)
-8%[76.3 µM]	Cc1cccc(-n2c3nc(=O)[nH]c(=O)c-3cc3c(Cl)cccc32)c1C
0%[76.3 µM]	Cc1ccc(NC(=O)c2cc([N+](=O)[O-])ccc2N2CCOCC2)cc1C
2%[76.3 µM]	CN(CC(=O)Nc1ccccc1Cl)C(=O)COC(=O)c1cnccn1
-7%[76.3 µM]	CC(C)c1ccc(OC(=O)c2cc(-c3ccc4c(c3)OCCO4)on2)cc1
-8%[76.3 µM]	Cc1ccccc1Cn1c(=O)n(CCc2ccccc2)c(=O)c2ccccc21
-1%	C[C@@H]1C(=O)O[C@H]2C[C@@]34[C@H]5C[C@@H](C(C)(C)C)[C@]36[C@@H](OC(=O)[C@@H]6O)O[C@@]4(C(=O)O5)[C@]21O
-9%[76.3 µM]	Fc1ccccc1N1CCN(C2CCCN(Cc3ccccc3C(F)(F)F)C2)CC1 (stereo not drawn)
5%[76.3 µM]	O=C(Nc1cc(-c2nc3ccccc3o2)ccc1Cl)c1cccc2c(Cl)cccc12
-2%	NC(=O)C1CCN(C(=O)c2cnn(-c3ccccc3)c2NC(=O)c2cccc(F)c2)CC1
8%[76.3 µM]	CN(Cc1ccccc1)c1nc2c(S(=O)(=O)c3ccccc3)nnn2c2ccsc12
-26%	CCOC(=O)c1sc(N2C(=O)C(O)=C(C(=O)c3ccco3)C2c2ccc(C)o2)nc1C (stereo not drawn)

(further entries)
GAA glycogen	SMILES
-13%[76.3 µM]	COc1ccccc1CC(=O)Nc1cc(OC)c(NC(=O)c2ccccc2)cc1OC
4%[76.3 µM]	O=C(CN1C(=O)COc2ccc(Cl)cc21)N1CCOCC1
0%	N#Cc1ccc(-c2nc3ccc(Br)cc3c(=O)n2O)cc1
-12%[76.3 µM]	CCOc1ccc(C(C)C)cc1S(=O)(=O)N1CCN(C(=O)c2ccco2)CC1
-12%[76.3 µM]	CC1CCCC(NC(=O)CCS(=O)(=O)c2ccc3c(c2)NC(=O)CS3)C1C (stereo not drawn)
5%[76.3 µM]	COc1ccc(NC(=O)Cn2c(=O)n(CCCC(=O)NCc3ccccc3OC)c(=O)c3ccccc32)cc1Cl
-14%[76.3 µM]	Cc1cc(C)cc(-n2c(SCC(=O)Nc3ccccc3)nc3c(oc4ccccc43)c2=O)c1
13%[76.3 µM]	COC(=O)C1=C(C)N(CC2CC2)C(=NCc2cccc(C(F)(F)F)c2)N[C@H]1c1ccccc1
-3%[76.3 µM]	Cc1ccccc1C(=O)Nc1ccnn1C1CCN(Cc2cnn(C(C)C)c2)CC1
2%[76.3 µM]	O=C(CNC1CCCCC1)Nc1cccc(C(F)(F)F)c1
-5%[76.3 µM]	COc1ccccc1CNC(=O)c1ccc(Cl)c(NC2=NC3CS(=O)(=O)CC3S2)c1 (stereo not drawn)
15%[76.3 µM]	CCC(Sc1nc2ncccc2[nH]1)C(=O)N1CCOCC1 (stereo not drawn)
5%	O=C(CSc1nccc(=O)[nH]1)NC1CCCC1
7%	O=C(O)CN1CCN(Cc2ccc(F)cc2)C1=O
-2%	COc1ccc(CN(C)C(=O)CC(c2ccccc2)c2ccccc2)cc1
0%[76.3 µM]	O=C(c1ccc(F)cc1)N1CCN(S(=O)(=O)c2ccc(Br)cc2)CC1
-3%[76.3 µM]	Cc1cc(C)cc(NC(=O)CSc2ccc(-c3ccccn3)nn2)c1
1%	Cc1ccc(CNC(=O)CCCC(=O)c2ccccc2)cc1
7%[76.3 µM]	Cc1ccccc1C(=O)Nc1ccc2nc(SCC(=O)N(C)c3ccccc3)sc2c1
-9%[76.3 µM]	O=C(Cn1cc(S(=O)(=O)c2ccccc2)c(=O)c2cc(Cl)ccc21)Nc1ccc2c(c1)OCO2
1%	O=C1NC(=O)C2(CCCCCCCCCCC2)N1
-1%[76.3 µM]	O=C(c1ccc2c(c1)OCO2)N(c1ccc(Br)cc1)C1C=CS(=O)(=O)C1 (stereo not drawn)
